AmpC no deterg = qHTS Inhibitors of AmpC Beta-Lactamase (assay without detergent) | P00811 | AmpC nitrocefin hydrolysis, absorbance 480 nm, 0.0001% Triton | Potency, µM (highest dose often 57.1 µM), for inactives: at the highest dose activity change, negative = inhibition, most hits filed as inhibitors | 330,000 tested, 0.52% active;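 further: potency means the concentration at half of the fitted maximal effect; plate controls were no compound for no effect and no enzyme for full effect; nearly all actives have a fitted effect of over 20% in size; some results filed as inactive show a strong effect at the top dose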
Target sequence (P00811 whole entry, looked up): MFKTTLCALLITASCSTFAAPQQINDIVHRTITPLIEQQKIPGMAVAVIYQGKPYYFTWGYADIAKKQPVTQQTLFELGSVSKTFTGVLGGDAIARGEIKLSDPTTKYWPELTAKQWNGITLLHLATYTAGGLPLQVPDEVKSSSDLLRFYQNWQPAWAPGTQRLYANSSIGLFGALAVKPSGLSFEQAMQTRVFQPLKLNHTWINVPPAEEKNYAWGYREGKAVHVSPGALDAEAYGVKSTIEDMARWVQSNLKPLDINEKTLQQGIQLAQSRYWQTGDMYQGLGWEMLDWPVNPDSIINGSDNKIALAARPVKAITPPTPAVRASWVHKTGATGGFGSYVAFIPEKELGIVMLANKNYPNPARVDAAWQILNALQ
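AmpC (5.3 nM in the dispensed reagent) in 20 mM phosphate pH 7.0 with 0.01% (detergent screen) or 0.0001% Triton X-100 was preincubated with compounds for 15 min at room temperature. Nitrocefin was then added from an 800 uM solution, and hydrolysis was followed at 480 nm.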
HCMV antiviral = qHTS Assay for inhibitors of the human cytomegalovirus (HCMV); HFF cells, HCMV-luciferase reporter, 72 h; hits give low values; activity change, negative = inhibition, % at 57.5 µM; 410,000 tested, 4.5% active; in the data active means activity change below about -60%; inconclusive means no clear call, values can overlap the other calls; inactive means above about -39%
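Compounds were evaluated in HFFs infected with an HCMV luciferase reporter virus (MOI 1 PFU/cell). Luciferase in lysates collected 72 h post infection served as the replication measure.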
FBPA Giardia inh = qHTS Assay for Inhibitors of Fructose-1,6-bisphosphate Aldolase from Giardia Lamblia; purified Giardia FBPA; A8B2U2; 290,000 tested, 0.71% active; Potency, µM (series often up to 59.6 µM), for inactives: top-dose activity, negative = inhibition, most hits filed as inhibitors; further: potency means the concentration at half of the fitted maximal effect; nearly all actives have a fitted effect of over 55% in size
Target sequence (A8B2U2 whole entry, looked up): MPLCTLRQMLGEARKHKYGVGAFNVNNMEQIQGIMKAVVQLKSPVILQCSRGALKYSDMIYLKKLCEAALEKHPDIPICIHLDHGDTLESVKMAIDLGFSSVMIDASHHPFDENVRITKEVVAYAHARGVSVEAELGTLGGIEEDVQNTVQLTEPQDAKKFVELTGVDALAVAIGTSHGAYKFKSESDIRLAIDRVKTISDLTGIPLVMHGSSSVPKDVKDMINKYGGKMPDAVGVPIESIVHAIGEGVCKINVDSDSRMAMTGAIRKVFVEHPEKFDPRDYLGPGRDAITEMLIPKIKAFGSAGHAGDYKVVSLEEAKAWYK
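40 nM FBPA preincubated 10 min at RT with compound (up to 57.5 uM final), then substrate plus GAPDH/TPI/NAD/arsenate coupling and diaphorase/resazurin added. Fluorescence read after 20 min at RT, 525/598 nm.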
AMA1 RON2 block = qHTS for Inhibitors of AMA1-RON; Towards Development of Antimalarial Drug Lead: Primary Screen. Plasmodium falciparum AMA1 (3D7) - RON2 peptide interaction. AlphaScreen AMA1-biotinylated RON2 peptide binding. Potency, µM (titrated, usually from 58.2 µM), inactives show at the top dose activity change, negative = inhibition, actives largely listed as inhibitors. 360,000 tested, 0.2% active. AID 720542, 2013;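 further: potency means the concentration at half of the fitted maximal effect; 0% = vehicle wells and -100% = peptide control; nearly all actives have a fitted effect of over 45% in size; some results filed as inactive show a strong effect at the top dose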
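AMA1 (3D7) with his tag at 25 nM final met compounds first, then biotinylated RON2 peptide at 25 nM; detection used donor plus acceptor beads, 10 µg/mL apiece, read by AlphaScreen after 30 min at room temperature.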
AmpC inh detg = qHTS Inhibitors of AmpC Beta-Lactamase (assay with detergent); P00811; AmpC hydrolysis of nitrocefin, absorbance 480 nm, 0.01% Triton; Potency, µM (highest dose often 114 µM), for the others: top-dose activity change, negative = inhibition, hits mostly inhibitors; 370,000 tested, 0.041% active; AID 485294, 2010;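 further: potency means the concentration at half of the fitted maximal effect; 0% = no-compound wells and -100% = no-enzyme wells; nearly all actives have a fitted effect of over 25% in size; some results filed as inactive show a strong effect at the top dose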
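20 mM phosphate pH 7.0 + 0.01% (detergent screen) or 0.0001% Triton X-100; 5.3 nM AmpC reagent; cpd preinc 15 min RT; nitrocefin (800 uM stock) to start; A480 q20 s × 4 min; Activity was normalised to no-enzyme and no-compound control wells.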
Sm TGR inh = qHTS Assay for the Inhibitors of Schistosoma Mansoni Peroxiredoxins. AID 485364, 2010. 360,000 tested, 3% active. Schistosoma mansoni thioredoxin glutathione reductase (TGR), Q962Y6. Potency, µM (highest dose often 114 µM), for the others: at the top dose activity change, negative = inhibition, usual class: inhibitors. purified TGR, DTNB reduction, TNB absorbance 405 nm; further: potency means the concentration at half of the fitted maximal effect; nearly all actives have a fitted effect of over 60% in size
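First, TGR (20 nM dispensed) and NADPH were mixed with compound. Second, a 15 min room-temperature incubation followed. Third, further NADPH and then DTNB were added to start the reaction. Finally, TNB absorbance was monitored kinetically.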
Starred values were filed as active, the others as inactive; ? = inconclusive; . = no result given; & = joins results of further samples; [ ] = another dose, or the depositor's remark. Unless noted, the call rests on the fitted dose curve; in most records, active means well fitted curve in the direction sought with a large enough effect; inconclusive means small, poorly fitted or top-dose-only effect, or another doubt; inactive means no such curve, though single readings can be large; an effect the other way counts as inactive or inconclusive. Unless noted, on the % scale 0 is the no-effect control and ±100 the full control effect.

Order of results – AmpC inh detg	Sm TGR inh	HCMV antiviral	FBPA Giardia inh	AMA1 RON2 block	AmpC no deterg
CN(C)CCNS(=O)(=O)c1ccc(Cl)cc1
 : 1%	-1%	68	2%	1%	-23%
COc1cc(C2C(=O)N(C3CCCCC3)CC(=O)N2CCc2ccccc2)ccc1OC(C)C (stereo not drawn)
 : -5%	-3%	-23	.	.	.
CCn1nc(C(=O)OCC(=O)NCCN2C(=O)CSC2=O)c2ccccc2c1=O
 : ?	0%	24	4%	-12%	-8%
COc1ccc(CNC(=O)c2cc3c(=O)n4ccccc4nc3n(Cc3cccnc3)c2=N)cc1
 : -14%	-15%	44	9%	-1%	0%
O=C(COc1ccc(F)cc1)c1c(O)cc(O)cc1O
 : -5%	0%	-27	0%	5%	?
Cc1ccn2c(Nc3ccc4c(c3)OCCO4)c(-c3ccc(Cl)s3)nc2c1
 : 24%	-6%	34	.	.	.
O=C(COc1ccccc1)NCC(=O)Nc1ccc(S(=O)(=O)NCc2ccco2)cc1
 : -5%	?	-103*	0%	-9%	-24%
O=C(Nc1ccc2[nH]c(=O)[nH]c2c1)c1cc(F)c(F)cc1Cl
 : 5%	7%	-9	-21%	-6%	-32%
O=C(CCSCCc1ccccn1)Nc1ccc(Cc2ccncc2)cc1
 : 1%	?	34	-10%	2%	17%
O=C(CCl)N1N=C(c2cccs2)CC1c1ccco1 (stereo not drawn)
 : 0%	2.5µM*	-97*	4%	0%	-17%
CCOC(=O)C(=CNc1cc(C)ccn1)C(=O)OCC
 : -7%	3%	-17	0%	-12%	-9%
O=C(CSc1ccccn1)N1CCNC1=O
 : .	.	2	.	14%	-12%
CCc1nnc(NC(=O)CSc2nccn2-c2ccccc2)s1
 : ?	0%	-24	-2%	0%	-31%
COc1cc2c(cc1OC)-c1cc(NC3CCCC3)nc(=O)n1CC2
 : ?	-15%	56	-3%	-9%	-22%
CC(=O)c1ccc(N2CCN(C(=O)Cc3ccccc3)CC2)c(F)c1
 : 2%	-34%	11	3%	3%	3%
CCC(=O)N1c2ccccc2CC1C(=O)NCCCN1CCN(c2ccc(F)cc2)CC1 (stereo not drawn)
 : 17%	7%	11	.	.	.
O=C(NCCc1ccccc1)c1cc(-c2ccc(Br)cc2)on1
 : 22%	-6%	11	.	.	.
COc1ccccc1N1CCN(C(=O)COc2ccc(C)cc2Br)CC1
 : 2%	0%	68	1%	-16%	154%[activator]
C=CCNC(=O)C1CC(=O)N(c2ccc(Br)cc2)C1 (stereo not drawn)
 : 4%	?	-36	4%	8%	-8%
Cc1ccc(S(=O)(=O)CCc2nnc(N)s2)cc1C
 : 0%	0%	21	2%	5%	-16%
c1ccc(C(c2nnnn2Cc2ccco2)N2CCN(C3CCCC3)CC2)cc1 (stereo not drawn)
 : -7%	?	-12	-10%	12%	-25%
CC(C)c1ccc(NC(=O)c2cccc3c2C(=O)N(C2CCCCC2)C3)cc1
 : -1%	8%	5	.	.	.
COc1ccc(-c2noc(-c3ccc(NCCc4ccccc4)c([N+](=O)[O-])c3)n2)cc1OC
 : 11%	-8%	4	.	.	.
COc1cccc(NC(=O)CN(C)C(C)C(=O)N2CCCCC2)c1 (stereo not drawn)
 : .	.	-24	.	-10%	-3%
COc1cccc(CNC(=O)c2cccnc2Sc2ccc(Cl)cc2)c1
 : 4%	4%	156	.	-3%	-12%
CCOc1ccccc1C1C(C#N)=C(N)N(N(C)C)C2=C1C(=O)CCC2 (stereo not drawn)
 : -1%	10%	10	?	0%	-3%
CCC(CC)c1nnc(NC(=O)c2ccc(N3CCCC3=O)cc2)s1
 : -5%	4%	-11	8%	-13%	-16%
Cc1cccc(OCC(=O)Nc2ccc(N3CCN(C(=O)c4ccccc4)CC3)cc2)c1C
 : -7%	2%	14	-2%	6%	1%
Cc1sc2ncnc(N3CCCC(C)C3)c2c1C (stereo not drawn)
 : -12%	0%	?	-6%	-7%	-10%
CCOc1ccc(CCNC(=O)c2nnn(CC(=O)Nc3ccccc3C)c2N)cc1OCC
 : 1%	2%	-13	.	13%	0%

Part of the list above, set out differently:
| Compound | AmpC inh detg | Sm TGR inh | HCMV antiviral | FBPA Giardia inh | AMA1 RON2 block | AmpC no deterg |
| --- | --- | --- | --- | --- | --- | --- |
| CCOc1ccccc1C1C(C#N)=C(N)N(N(C)C)C2=C1C(=O)CCC2 (stereo not drawn) | -1% | 10% | 10 | ? | 0% | -3% |
| COc1ccc(-c2noc(-c3ccc(NCCc4ccccc4)c([N+](=O)[O-])c3)n2)cc1OC | 11% | -8% | 4 | . | . | . |
| COc1cccc(NC(=O)CN(C)C(C)C(=O)N2CCCCC2)c1 (stereo not drawn) | . | . | -24 | . | -10% | -3% |
| CCC(CC)c1nnc(NC(=O)c2ccc(N3CCCC3=O)cc2)s1 | -5% | 4% | -11 | 8% | -13% | -16% |
| CCOc1ccc(CCNC(=O)c2nnn(CC(=O)Nc3ccccc3C)c2N)cc1OCC | 1% | 2% | -13 | . | 13% | 0% |
| Cc1ccc(S(=O)(=O)CCc2nnc(N)s2)cc1C | 0% | 0% | 21 | 2% | 5% | -16% |
| COc1ccccc1N1CCN(C(=O)COc2ccc(C)cc2Br)CC1 | 2% | 0% | 68 | 1% | -16% | 154%[activator] |

The listing continues:
Order of results – AmpC inh detg	Sm TGR inh	HCMV antiviral	FBPA Giardia inh	AMA1 RON2 block	AmpC no deterg
CC1Cc2ccccc2N1S(=O)(=O)c1cccc(C(=O)NCC(c2ccco2)N2CCCC2)c1 (stereo not drawn)
 : -16%	?	-24	.	6%	3%
CCC(CC)C(=O)Nc1ccc(Sc2ccc([N+](=O)[O-])cc2)cc1
 : 10%	3%	-96*	3%	-6%	-35%
Cc1cc(NC(=O)C(C)SCC(=O)N(C)Cc2c(F)cccc2Cl)no1 (stereo not drawn)
 : .	.	-16	.	-3%	-46%
CN(C)c1ccc(/C=C/c2cc[n+]([O-])cc2)cc1
 : -5%	-2%	.	-9%	.	-9%
CCOc1ccccc1CNC(=O)Cn1nc(C)c2c(C)n(-c3ccc(C)cc3)nc2c1=O
 : -1%	-7%	.	0%	-20%	-1%
O=C(N/N=C/C(Cl)=C/c1ccccc1)c1cnccn1
 : -1%	0%	-5	-4%	66%[activator]	-14%
COc1cc2ccccc2cc1C(=O)Nc1nnc(-c2ccncc2)o1
 : -8%	0%	-37	4%	49%[activator]	5%
Cc1ccc(NC(=O)COC(=O)CN2CSCC2=O)cc1C
 : -11%	-11%	4	2%	-4%	-4%
COc1ccc(N(CC(=O)NC2CCCCCC2)S(=O)(=O)c2ccccc2)cc1Cl
 : 4%	-7%	-18	.	-4%	-5%
O=C(Nc1ccc(Cl)cn1)c1cc2c(s1)-c1ccccc1OC2
 : -5%	-1%	?	0%	48%[activator]	-23%
COC(=O)c1ccc(-n2c(/C=C\c3cccc(Br)c3)nc3ccccc3c2=O)cc1
 : 5%	2%	33	.	.	.
CCN(CC)CCN(C(=O)c1ccc2c(c1)OCCO2)c1nc2cc(C)cc(C)c2s1
 : -7%	3%	-25	-17%	1%	28%
Cn1cccc1C(=O)NC(=O)COC(=O)CC12CC3CC(CC(Br)(C3)C1)C2
 : -6%	-7%	24	-19%	-9%	-21%
Cc1ccc(Cn2c(C)c(CNCCCc3ccccc3)c(C(=O)O)c2C)cc1
 : 21%	-1%	9	.	.	.
Cc1cccc2cc(CN(CC3CCCO3)C(=O)c3ccco3)c(=O)[nH]c12 (stereo not drawn)
 : -1%	35µM*	-9	4%	-10%	-6%
O=CN1CCC(=O)N(Cc2ccccc2)c2ccccc21
 : -8%	-6%	8	1%	-4%	-12%
O=C(Nc1ccc(Cl)cc1C(=O)NCC1CCCO1)c1ccco1 (stereo not drawn)
 : -2%	-16%	10	6%	-1%	.
COc1ccc(N2CCN(Cc3cc(=O)oc4cc5c(cc34)CCCC5)CC2)cc1
 : -15%	?	0	-7%	-6%	-20%
CC(=O)O[C@H]1CC[C@@]2(C)[C@@H](CC[C@@H]3[C@@H]2CC[C@]2(C)[C@@H](C(C)(C)O)C[C@@H]32)C1
 : ?	6%	-7	.	-5%	-7%
COc1ccc(CC2(CO)CCN(S(=O)(=O)c3c(C)nn(C)c3Cl)CC2)cc1
 : 3%	7%	107	4%	13%	103%[activator]
Cc1cccc(CN2C(=O)c3ccccc3S(=O)(=O)c3ccc(C(=O)OCC4CCCO4)cc32)c1 (stereo not drawn)
 : -1%	-2%	-7	.	.	.
O=C(CN1C(=O)C2CC=CCC2C1=O)OCCN1C(=O)c2ccccc2C1=O (stereo not drawn)
 : -10%	7%	2	2%	9%	-4%
Cc1ccc(OC[C@H](O)[C@H](C)NC(C)C)c2c1CCC2
 : -2%	-19%	14	-5%	-3%	-4%
CCOc1cc(N2CCOCC2)c(OCC)cc1NC(=O)c1ccc(S(C)(=O)=O)cc1
 : -7%	-7%	?	-22%	-22%	0%
Cc1ccc(C(=O)Nc2nnc(CC(=O)N/N=C/c3ccncc3)s2)cc1
 : 0%	-13%	64	0%	65%[activator]	11%
CSCCC(NC(=O)COc1ccccc1)C(=O)N(C)CC(=O)Nc1c(C)cccc1C (stereo not drawn)
 : -15%	-1%	-19	.	52%[activator]	26%
CC(=O)Nc1ccc(S(=O)(=O)NCCC(=O)OCC(=O)c2ccc(F)c(F)c2)cc1
 : -14%	-4%	0	.	-6%	-42%
CC(C)NC(=O)NCCCCCCS(C)=O (stereo not drawn)
 : 4%	1%	-19	8%	-1%	-9%
CSc1nnc(-c2cc(Br)ccc2N=Cc2c(C)[nH]n(-c3ccccc3)c2=O)c(=O)[nH]1
 : -1%	-2%	-8	0%	27%	-46%
CNC(=O)CN(c1ccc(F)cc1)S(=O)(=O)c1cc(C)ccc1OC
 : -1%	-4%	7	2%	6%	-5%
COc1ccc(CCNC(=O)COc2ccc(S(=O)(=O)NC(C)C)cc2)cc1OC
 : 4%	0%	2	5%	0%	11%
Cn1c(=S)[nH]c2cccnc21
 : ?	-1%	26	-25%	-9%	-11%
CCOC(=O)c1sc(NC(=O)CC)c(C#N)c1C
 : 8%	0%	-34	5%	-3%	-3%
Cc1ccc(C)c(OCCNc2ncccc2[N+](=O)[O-])c1
 : 8%	0%	-24	6%	-1%	-21%
COc1cc(NS(=O)(=O)c2ccc3[nH]c(=O)[nH]c3c2)cc(OC)c1
 : 18%	?	-1&-11	-2%	1%	-14%
CCCc1cc2c(cc1NS(=O)(=O)c1ccc(CCNC(C)=O)cc1)OCO2
 : 1%	2%	-2	-6%	-1%	15%
Cc1ccc(S(=O)(=O)N2CCCC2CNC(=O)c2ccc(F)c(F)c2)cc1 (stereo not drawn)
 : -9%	-13%	-29	.	-9%	-10%

Screening results (PubChem BioAssay)
